# NSD2 HMT inh: NSD2 histone methyltransferase inhibitors, primary screen, biochemical, AlphaScreen, single concentration, set 2; NSD2 peptide methylation, 120 min; inhibition, % at 12.5 µM; Histone-lysine N-methyltransferase NSD2 (Homo sapiens), O96028; 310,000 compounds, 0.54% hits; in the data active = inhibition above about 50%
# Target sequence (O96028 whole entry, looked up): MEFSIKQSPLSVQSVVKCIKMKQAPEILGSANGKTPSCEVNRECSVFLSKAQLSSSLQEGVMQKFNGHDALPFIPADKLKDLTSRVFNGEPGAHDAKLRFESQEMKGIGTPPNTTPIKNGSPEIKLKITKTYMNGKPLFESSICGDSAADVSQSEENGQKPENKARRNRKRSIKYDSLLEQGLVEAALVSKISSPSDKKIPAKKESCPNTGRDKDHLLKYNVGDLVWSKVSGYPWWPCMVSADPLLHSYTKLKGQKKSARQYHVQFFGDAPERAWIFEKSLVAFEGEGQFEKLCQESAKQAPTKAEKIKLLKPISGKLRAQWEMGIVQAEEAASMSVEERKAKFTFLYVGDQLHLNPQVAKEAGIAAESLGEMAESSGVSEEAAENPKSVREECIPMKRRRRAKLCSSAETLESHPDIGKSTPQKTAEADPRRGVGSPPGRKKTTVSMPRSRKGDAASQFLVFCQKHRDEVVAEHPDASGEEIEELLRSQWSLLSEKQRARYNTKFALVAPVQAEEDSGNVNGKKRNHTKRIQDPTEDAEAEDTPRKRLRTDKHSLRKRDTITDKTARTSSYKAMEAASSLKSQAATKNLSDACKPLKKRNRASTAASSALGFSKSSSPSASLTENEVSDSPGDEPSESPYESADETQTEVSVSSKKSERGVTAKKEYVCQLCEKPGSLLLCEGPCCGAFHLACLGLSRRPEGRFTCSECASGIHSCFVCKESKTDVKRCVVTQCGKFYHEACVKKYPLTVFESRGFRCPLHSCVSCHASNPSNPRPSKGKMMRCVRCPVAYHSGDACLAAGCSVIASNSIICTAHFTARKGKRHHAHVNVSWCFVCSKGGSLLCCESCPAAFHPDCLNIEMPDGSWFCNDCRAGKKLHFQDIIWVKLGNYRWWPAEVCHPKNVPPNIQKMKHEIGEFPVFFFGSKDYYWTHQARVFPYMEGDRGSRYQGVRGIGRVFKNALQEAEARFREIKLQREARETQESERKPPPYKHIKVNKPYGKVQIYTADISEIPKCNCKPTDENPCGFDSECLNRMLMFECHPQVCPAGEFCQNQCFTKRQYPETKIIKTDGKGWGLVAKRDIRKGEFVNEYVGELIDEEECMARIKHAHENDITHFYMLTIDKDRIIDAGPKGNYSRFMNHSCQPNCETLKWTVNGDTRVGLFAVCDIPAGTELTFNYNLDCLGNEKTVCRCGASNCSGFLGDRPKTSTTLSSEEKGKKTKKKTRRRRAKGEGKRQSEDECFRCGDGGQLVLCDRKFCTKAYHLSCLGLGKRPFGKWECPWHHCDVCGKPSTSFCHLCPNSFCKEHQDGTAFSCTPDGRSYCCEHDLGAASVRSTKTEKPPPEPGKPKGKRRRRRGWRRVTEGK
# Active calls of the source: *. This is a subset; count on the stated rates, not on these rows.
NSD2 HMT inh	SMILES
0	CC1(C(=O)NS(=O)(=O)Cc2ccccc2C(F)(F)F)CCN1C(=O)Cc1cccs1 (stereo not drawn)
-2	COc1ccccc1CNC(=O)c1cn(C)c2ccc(S(=O)(=O)N3CCCCC3)cc2c1=O
-1	CCc1c(C)c(C#N)c2nc3ccccc3n2c1Cl
3	CC1(Cc2ccc(Cl)cc2)C(=O)Nc2ccc(-c3cccnc3)cc21 (stereo not drawn)
-3	CC1(C(=O)NS(=O)(=O)c2ccc(Cl)cc2)CCN1C(=O)Cc1ccccc1 (stereo not drawn)
-5	CCCCCCCCN
-1	CCCS(=O)(=O)NC(=O)C1(C)CCN(C(=O)c2cc(C)on2)C1 (stereo not drawn)
1	CC(O)(c1ccccc1)c1nc(-c2ccc(S(C)(=O)=O)cc2)cs1 (stereo not drawn)
0	CCCCN(C)C(=O)c1ccc(Nc2nc(C(N)Cc3ccccc3)cs2)nc1 (stereo not drawn)
1	COc1cc(OC)cc(-c2noc(-c3csc([C@@H]4C[C@H](O)[C@@H](CO)O4)n3)n2)c1
1	COc1ccc(N2CCN(CCNS(=O)(=O)c3c(C(C)C)cc(C(C)C)cc3C(C)C)CC2)cc1
0	CC(C)CNC(=O)c1cccc2c(-c3cccnc3)coc12
36	O=C(NCCCc1ccccc1)[C@H](CO)NC1(C(=O)NCCc2c[nH]c3ccccc23)CCCCC1
-4	COCCNS(=O)(=O)c1cc(OC)c(Cl)cc1Cl
-1	COc1ccccc1CNC(=O)C1(C)CCN1Cc1ccc(OC(F)(F)F)cc1 (stereo not drawn)
1	CC(C)c1ccc(NC(=O)CSc2nnc(-c3ccco3)n2C)cc1

# An excerpt of these results, as tab-separated lines.
SMILES	NSD2 HMT inh
CCCCN(C)C(=O)c1ccc(Nc2nc(C(N)Cc3ccccc3)cs2)nc1 (stereo not drawn)	0
COc1cc(OC)cc(-c2noc(-c3csc([C@@H]4C[C@H](O)[C@@H](CO)O4)n3)n2)c1	1

# Carrying on:
NSD2 HMT inh	SMILES
-3	CCOC(=O)CNC(=O)CSc1nnc(-c2cccs2)o1
0	Fc1ccc(-c2ccc3nccn3c2)cc1Cl
-2	COc1ccc(NC(=O)C2(C)CCN2Cc2ccc3ccccc3c2)cc1OC (stereo not drawn)
-2	Cc1ccc(S(=O)(=O)NC(=O)NC2=NC(C)(C)N(c3ccc(Cl)c(Cl)c3)C(N)=N2)cc1
0	CN(Cc1ccccc1)C(=O)c1csc([C@@H]2C[C@H](O)[C@@H](CO)O2)n1
0	COCCNC(=O)C1(C)CCCN(C(=O)c2cc(C)on2)C1 (stereo not drawn)
-2	O=C(NCCc1ccccc1)Nc1nnc([C@@H]2C[C@H](O)[C@@H](CO)O2)s1
-3	COc1cccc(N2CCN(CC(=O)NCc3ccc(F)cc3)CC2)c1
-2	Cc1ccc(C(=O)NC2CCCCN(Cc3ccc(Cl)cc3)C2=O)c(C)c1 (stereo not drawn)
4	CC(=O)Nc1ccc(-c2ccnc3c2CC(C)(C(=O)NCc2ccncc2)O3)cc1 (stereo not drawn)
-4	N#CC1=C(N)N2C(=C(C#N)C1c1ccc(Br)cc1)Nc1ccccc12 (stereo not drawn)
1	COc1cccc(C(NC(C)=O)c2nc(-c3csc4ccccc34)cs2)c1 (stereo not drawn)
-2	COc1cc2c(c3c1c(=O)c1cccc(F)c1n3C)C=CC(C)(C)O2
1	c1ccc(-c2ccc3nncn3c2)cc1
8	COc1ccc(OC)c(S(=O)(=O)N2CCCCC2C(=O)N2CCN(CCO)CC2)c1 (stereo not drawn)
-3	CNc1nc(N)c([N+](=O)[O-])c(Nc2cccc(OC)c2)n1

# Five entries from above, ordered by the value under NSD2 HMT inh, highest first:
NSD2 HMT inh	SMILES
1	CC(C)c1ccc(NC(=O)CSc2nnc(-c3ccco3)n2C)cc1
0	CC(C)CNC(=O)c1cccc2c(-c3cccnc3)coc12
-3	COc1cccc(N2CCN(CC(=O)NCc3ccc(F)cc3)CC2)c1
-4	N#CC1=C(N)N2C(=C(C#N)C1c1ccc(Br)cc1)Nc1ccccc12 (stereo not drawn)
-5	CCCCCCCCN

# (list continues)
NSD2 HMT inh	SMILES
-13	O=C(N/N=C(\Cc1ncc[nH]1)c1ccccc1)c1ccccc1
4	COc1cc([N+](=O)[O-])cc(/C=N/NC(=O)CSc2nnc(-c3ccccc3)n2C)c1O
-2	CCOC(=O)C1(C)CCN1C(=O)c1ccc(OC)c(OC)c1 (stereo not drawn)
2	COc1ccc(C(NC(=O)C2CCN(CCOc3ccc(Cl)cc3Cl)CC2)c2ccccn2)cc1 (stereo not drawn)
0	Cc1ccc(-c2nc(C3CCCN(S(=O)(=O)c4cccs4)C3)no2)cc1 (stereo not drawn)
17	OC(c1ccccc1)C1(c2ccccc2)CCN(Cc2ccccc2)CC1 (stereo not drawn)
3	Cc1ccc(CSc2nnc(-c3cc(-c4ccc(F)cc4)n[nH]3)n2N)cc1
-2	Cc1cc(O)ccc1-c1ccc2nncn2c1
0	COc1ccccc1-c1c(NC(=O)c2ccco2)n(C)c2ccccc2c1=O
6	CN(C)CCCNc1nc2cc(-c3ccccc3CO)sc2c(=O)n1C
0	Cn1c2c(c(=O)n(C)c1=O)CN(Cc1ccccc1)CN2
-2	CC(=O)Nc1cccc(-c2ccnc3c2CC(C(=O)NCc2cccc(Cl)c2)O3)c1 (stereo not drawn)
18	COc1cc(-c2cc(NC(C)=O)c3ncc(-c4cc(OC)c(OC)c(OC)c4)n3c2)cc(OC)c1OC
1	C=CCn1c2c(c3ccccc31)CCC2
0	COc1cccc(-c2cnc3c(NC=O)cc(-c4cc(OC)c(OC)c(OC)c4)cn23)c1
6	COc1ccc(Cl)cc1-c1cc(C(=O)NCc2cccc(C(F)(F)F)c2)[nH]n1

# Part of the list above in another layout.
> COc1cc(-c2cc(NC(C)=O)c3ncc(-c4cc(OC)c(OC)c(OC)c4)n3c2)cc(OC)c1OC
  NSD2 HMT inh = 18

> C=CCn1c2c(c3ccccc31)CCC2
  NSD2 HMT inh = 1

> COc1cccc(-c2cnc3c(NC=O)cc(-c4cc(OC)c(OC)c(OC)c4)cn23)c1
  NSD2 HMT inh = 0

> COc1ccc(Cl)cc1-c1cc(C(=O)NCc2cccc(C(F)(F)F)c2)[nH]n1
  NSD2 HMT inh = 6

# (cont.)
NSD2 HMT inh	SMILES
-2	CC(O)(c1ccc(F)c(F)c1)c1nc(-c2ccc(F)c(Cl)c2)cs1 (stereo not drawn)
-1	Cc1ccc(NC(=O)N2CC(C)OC(C)C2)cc1[N+](=O)[O-] (stereo not drawn)
-1	Cc1nc(SCC(=O)N(C)c2ccccc2)[nH]c(=O)c1C
2	CCCNC(=O)c1c[nH]c2ccc(S(=O)(=O)N(C)c3ccc(OCC)cc3)cc2c1=O
0	O=C(NCc1ccccc1)c1ccc(-c2cn[nH]c2)c2ccoc12
14	CN1CCN(c2ccc(CNC(=O)C3Cc4c(-c5ccccc5)ccnc4O3)cc2)CC1 (stereo not drawn)
9	CC/C(=C/c1sc2ccc(C)cc2[n+]1CCCS(=O)(=O)[O-])SC
-1	CCNC(=O)C1(C)CCCN(C(=O)c2cc(C)n(C(C)(C)C)n2)C1 (stereo not drawn)
-1	COc1cccc2[nH]c(-c3ccccn3)nc12
3	Cc1ccsc1CNC(=O)C1(C)CCCN1CC(C)C (stereo not drawn)
23	Cc1cc(C(O)c2ncc(-c3ccccc3)[nH]2)ccc1F (stereo not drawn)
37	Cc1ccccc1OCC(=O)NCC(=O)N/N=C/c1cccc([N+](=O)[O-])c1
5	Cc1cccc(Cl)c1NC(=O)NCCCN1CCCCC1C (stereo not drawn)
-1	COCCNC(=O)C1(C)CCN(Cc2csc(-c3ccc(Cl)cc3)n2)C1 (stereo not drawn)
-2	Cc1cc(C(=O)N2CCC2(C)C(=O)NS(=O)(=O)c2cccc(Cl)c2)nn1C (stereo not drawn)
-3	CCOC(=O)C1(C)CCN1C(=O)c1cccc(OC)c1 (stereo not drawn)
-4	COCCNC(=O)c1ccc(-c2ccc(OC)cc2C)c2ccoc12
-7	O=C(N[C@H](Cc1ccccc1)C(=O)NCCCN1CCCC1=O)[C@H]1O[C@@H](n2ccc(=O)[nH]c2=O)[C@H](O)[C@@H]1O
-1	Cc1ccc(S(=O)(=O)Nc2ccccc2C(=O)NCC2CCCO2)cc1 (stereo not drawn)
30	O=C(NC1CCCCC1)C(=O)N(Cc1cccnc1)C(C(=O)NCc1ccco1)c1ccccc1 (stereo not drawn)
6	COc1cc(CCN=Cc2ccccc2O)c([N+](=O)[O-])cc1OC
2	COc1ccc(CNC(=O)C2(C)Cc3c(-c4ccc(C(N)=O)cc4)ccnc3O2)cc1OC (stereo not drawn)
0	CC1(Oc2ccc(F)cc2)CCN(Cc2ccccc2OC(F)F)C1 (stereo not drawn)
-1	CCNC(=O)C1(C)CCCN(C(=O)c2cc(-c3cccs3)oc2C)C1 (stereo not drawn)
-4	Cc1ccc(C(=O)NC(C)c2nc3ccccc3n2CC(=O)Nc2c(C)cc(C)cc2C)cc1 (stereo not drawn)
2	CC1(C(=O)NCCc2ccccc2)Cc2c(-c3cccc(C(N)=O)c3)ccnc2O1 (stereo not drawn)
-1	O=C(CSc1nnc(-c2ccc(Cl)cc2)n1-c1ccccc1)NN=Cc1c[nH]c2ccccc12
4	CCN(CC)C(=O)CSc1nnc(-c2ccc(C(C)(C)C)cc2)n1Cc1ccco1
-2	Cc1ccc(S(=O)(=O)NCc2ccc3c(c2)OCO3)cc1
-3	COc1cccc(C(O)c2nc(-c3cccc(C(F)(F)F)c3)cs2)c1 (stereo not drawn)
0	CC(C)(C)c1ccc(NC(=O)c2cc(C3CCCN(S(=O)(=O)c4cccc5cccnc45)C3)on2)cc1 (stereo not drawn)
4	Cc1cc(Cl)ccc1C(O)c1ncc(-c2ccc(Cl)cc2)[nH]1 (stereo not drawn)
-1	C=CCN1C(=O)c2n[nH]c(COC)c2C1c1ccc(C)cc1 (stereo not drawn)
1	Cc1noc(C)c1S(=O)(=O)N1CCCCC1c1cc(C(=O)Nc2cccc3c2CCCC3)no1 (stereo not drawn)
-2	CCNC(=O)C1(C)CCCN(C(=O)c2ccc(OC)c(F)c2)C1 (stereo not drawn)

# Assay outcomes (PubChem BioAssay)
